AddAB inh: less growth of phage-infected E. coli with AddAB; E. coli expressing H. pylori AddAB, absorbance growth; inhibition, % at 11.9 µM; hit rate 0.29% among 330,000; AID 435030; in the data active = inhibition above about 12%;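 also: 0% = vehicle wells of infected cells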
Tat transport: blocks Tat-dependent protein export in E. coli; E. coli MC4100 TorA-mCherry Tat export, fluorescence; inhibition, % at 10 µM; hit rate 0.036% among 340,000; AID 488895;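 active = mean replicate inhibition at least 50% and at least half of replicates individually reaching 50%; inconclusive = only one of the two criteria met; inactive = neither criterion met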;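 also: exported cargo escapes ClpAP degradation while cytoplasmic cargo is degraded and loses fluorescence; 0% = median of neutral control wells and 100% = median of NaSCN control wells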
phage Ecoli inh: E. coli growth loss with phage present; growth absorbance; inhibition, % at 11.9 µM; hit rate 0.26% among 360,000; in the data active = inhibition above about 11%
MITF TRPM1 HTS: activators of MITF-driven TRPM1 promoter activity in SK-MEL-5 cells. AID 588334. SK-MEL-5 TRPM1-promoter luciferase, 24 h; % of positive control, neutral wells = 0. hit rate 0.75% among 300,000. activation, % at 12.5 µM;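 active = mean activation of at least 80% with every replicate also reaching 80%; inconclusive = mean reaches 80% but some replicate falls short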;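 also: 0% = neutral control wells and 100% = parthenolide positive control wells; values of inactives mirror those of a sister screen read the other way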
CAL PDZ FP-1: blocks peptide binding to the human CAL PDZ domain. Q9HD26. purified CAL PDZ, TMR-peptide fluorescence polarization, 1 h. inhibition, % at 24.9 µM. hit rate 0.92% among 300,000. AID 602252;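 active = mean inhibition of at least 30% with at least half of replicates also reaching 30%; inconclusive = no clear call, values can overlap the other calls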;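 also: 0% = DMSO neutral control and 100% = excess unlabeled competitor peptide PRC23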
CAL PDZ FP-2: blocks peptide binding to human CAL PDZ domain. AID 504414. inhibition, % at 20 µM. Q9HD26. hit rate 0.02% among 330,000. purified CAL PDZ, TMR-peptide fluorescence polarization, 1 h;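 active = highest replicate inhibition of at least 40%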;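 also: plate controls were DMSO neutral control wells for no effect and unlabeled competitor peptide control wells for full effect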
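Read-out basis: mP drop reported as inhibition | Assay system: Tagged CAL PDZ protein CerCALP, purified | Benchmarks: Unlabelled peptide for full inhibition, DMSO wells as neutral | Schedule: 1 h incubation at room temperature before polarization reading | Buffer or medium: Sodium phosphate/NaCl buffer pH 7.4 with TCEP, IgG, Thesit | Doses: Single point, 20 µM | Measured by: Fluorescence polarization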
Wnt bcat act: activates Wnt/beta-catenin signaling in a reporter cell assay | activator, plate reader | activation, % at 9.35 µM | hit rate 1.2% among 300,000 | AID 743398; in the data active = activation above about 30%, passing the limit was not always enough; inconclusive = no clear call, values can overlap the other calls;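 also: 0% = neutral control wells and 100% = positive control wells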
SR-BI uptake up: enhances SR-BI lipid uptake from DiI-HDL; hit rate 0.096% among 320,000; CHO ldlA[mSR-BI] cells, DiI-HDL uptake fluorescence, 3 h; 100 = double the neutral-control signal; AID 504775; activation, % at 12.5 µM;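 active = mean replicate activation of at least 60% and every replicate at or above 60%; inconclusive = mean or all-replicate condition met, but not both; inactive = mean below 60% and not all replicates reaching 60%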;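 also: 0% = median plate neutral-control signal and 100% = twice that signal; values of inactives mirror those of a sister screen read the other way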
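Material – SR-BI-overexpressing, LDLR-lacking CHO cells · Medium – BSA-supplemented, HEPES-buffered Ham's F12, pH 7.4 · Doses – single concentration · Times – compound with DiI-HDL co-incubation, 3 h at 37 °C · Measured by – bottom-read fluorescence, 550/595 nm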
SR-BI DiI inh: blocks mouse SR-BI lipid uptake from DiI-HDL. Q61009. ldlA[mSR-BI] CHO cells, DiI-HDL uptake fluorescence, 3 h. inhibition, % at 12.5 µM. hit rate 0.96% among 320,000;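 active = mean replicate inhibition of at least 70% and a set share of replicates each scoring 70 or more; inconclusive = meets just one of the two criteria; inactive = fails both criteria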;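 also: 0% = median of neutral control wells and 100% = median of positive control wells; values of inactives mirror those of a sister screen read the other way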
Target sequence (Q61009 whole entry, looked up): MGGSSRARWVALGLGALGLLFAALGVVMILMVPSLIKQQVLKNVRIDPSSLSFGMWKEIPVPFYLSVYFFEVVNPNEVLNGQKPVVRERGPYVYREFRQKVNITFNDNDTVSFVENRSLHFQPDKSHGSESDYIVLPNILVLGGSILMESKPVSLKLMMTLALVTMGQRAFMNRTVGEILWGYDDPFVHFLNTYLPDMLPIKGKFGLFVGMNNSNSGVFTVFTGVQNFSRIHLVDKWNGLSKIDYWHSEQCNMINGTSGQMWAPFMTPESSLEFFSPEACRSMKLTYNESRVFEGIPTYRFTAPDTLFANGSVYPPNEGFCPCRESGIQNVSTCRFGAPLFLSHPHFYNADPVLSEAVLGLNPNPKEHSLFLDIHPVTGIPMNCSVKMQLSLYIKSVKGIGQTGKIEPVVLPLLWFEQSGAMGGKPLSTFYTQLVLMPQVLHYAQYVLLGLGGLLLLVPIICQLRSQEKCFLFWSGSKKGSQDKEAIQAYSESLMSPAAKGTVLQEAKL
E coli growth: bacterial growth inhibition, counter-screen for AddAB inhibitors. hit rate 0.27% among 330,000. E. coli V3065 growth, OD600 absorbance, 18 h. inhibition, % at 11.9 µM. AID 449728;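 active = inhibition above the campaign's mean inhibition across all tested compounds plus 3 SD, cut at about 9.9% in these data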;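 also: uninfected addAB+ strain grown without phage in ampicillin broth; 0% = DMSO wells and 100% = ciprofloxacin 0.95 µg/ml wells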
Active calls of the source: *; u = inconclusive; x = no result given. Compounds as they come; overall some 3.6% were active at least once.

No.	structure	AddAB inh	Tat transport	phage Ecoli inh	MITF TRPM1 HTS	CAL PDZ FP-1	CAL PDZ FP-2	Wnt bcat act	SR-BI uptake up	SR-BI DiI inh	E coli growth
1	O=C(N/N=C/C(Cl)=C/c1ccccc1)c1cnccn1	1.1	5.8	0.2	52.4	0.6	-2.7	x	0.8	-0.8	-2.7
2	COc1cc2ccccc2cc1C(=O)Nc1nnc(-c2ccncc2)o1	8.3	-4.5	0.2	-8.3	-0.6	-3.0	2.6	29.5	-29.5	0.5
3	CCOc1ccccc1CNC(=O)Cn1nc(C)c2c(C)n(-c3ccc(C)cc3)nc2c1=O	0.8	4.7	x	-52.9	-4.5	0.0	x	-53.4	53.4	-2.9
4	Cc1cc(NC(=O)C(C)SCC(=O)N(C)Cc2c(F)cccc2Cl)no1 (centres undefined)	-1.1	3.2	2.9	-14.2	0.3	-0.1	-1.4	17.6	-17.6	-0.3
5	CCC(CC)C(=O)Nc1ccc(Sc2ccc([N+](=O)[O-])cc2)cc1	4.0	1.1	2.7	-4.9	x	-2.9	-3.1	-28.8	28.8	2.2
6	COc1cccc(NC(=S)N2CCN(S(C)(=O)=O)CC2)c1	x	0.4	2.1	-1.9	7.4	-1.7	0.7	28.2	-28.2	x
7	Cc1ccc(C(=O)Nc2ccccc2-c2ccccc2)cc1[N+](=O)[O-]	-0.5	0.5	3.4	0.1	-1.4	0.3	-1.7	-52.7	52.7	-1.8
8	CCN1CCN(CCC(=O)Nc2cc(OC)cc(OC)c2)CC1	3.7	-1.8	1.5	-4.5	2.1	x	-1.0	-12.4	12.4	2.8
9	CC(=O)NS(=O)(=O)c1ccc(NS(=O)(=O)c2ccc3ccccc3c2)cc1	2.0	-1.6	3.9	3.6	-6.4	-0.8	0.7	15.1	-15.1	-2.4
10	CCCc1nc2ccccc2c(C(=O)OCC(=O)NCc2ccc3c(c2)OCO3)c1CC	0.5	4.5	4.6	-9.6	-0.9	-1.9	-3.7	-28.9	28.9	-1.3
11	COCCNC(=O)C12CC3CC(CC(Cl)(C3)C1)C2	-0.3	x	-1.5	x	x	x	-0.9	x	x	1.8
12	Cc1ccc(CCNc2ccccc2C)cn1	-1.4	-2.2	1.9	4.1	-3.5	0.0	x	1.6	-1.6	-1.5
13	O=C(CSc1ncccn1)N1CCN(S(=O)(=O)c2ccccc2)CC1	2.7	18.5	0.5	-11.5	-1.6	-2.3	-0.3	x	x	-0.2
14	CCOC(=O)COc1c(OC)cc(Cl)cc1C1Nc2ccccc2C(=O)N1c1ccccc1 (centres undefined)	2.8	2.0	0.9	-8.7	-1.8	-0.6	-0.7	-3.8	3.8	1.4
15	COc1ccc(Cl)cc1-n1c(=S)sc2c(=O)[nH]c(SCC(=O)NCC3CCCO3)nc21 (centres undefined)	1.3	-6.0	-0.9	-15.9	-1.0	-0.1	x	0.8	-0.8	-1.6
16	Cc1[nH]c2ccccc2c1C(=O)CN1C(=O)C(=O)N(Cc2ccco2)C1=O	5.1	-1.0	-1.6	-2.8	0.8	-1.2	1.4	-3.1	3.1	2.5
17	COc1ccc(NC(=O)COC(=O)CCc2cc(OC)c(OC)c(OC)c2)c([N+](=O)[O-])c1	0.6	2.3	-3.1	2.3	-2.3	0.4	-0.4	-15.8	15.8	-1.3
18	CC(C)NC(=O)Nc1ccc2c(c1)C(=O)N([C@H](C)CO)C[C@H](C)[C@@H](CN(C)C(=O)Nc1ccc3c(c1)OCO3)O2	1.7	-2.4	1.0	5.1	-8.6	0.6	-1.2	18.9	-18.9	-0.2
19	NC(=O)COC(=O)CC(c1ccccc1)c1ccccc1	0.2	-0.1	3.5	3.3	-10.9	-1.5	0.7	15.1	-15.1	0.5
20	O=S(=O)(c1ccc2nc(SCc3ccc(Cl)cc3)[nH]c2c1)N1CCOCC1	0.0	10.7	2.0	-8.4	-3.0	-1.0	-1.4	-14.8	14.8	0.0
21	Cc1ccc(NC(=O)c2ccc3c(c2)OCCO3)nc1	4.6	3.7	0.8	-13.0	2.5	-1.1	u	6.3	-6.3	4.1
22	O=C(COC(=O)c1ccco1)Nc1ccc([N+](=O)[O-])cc1Cl	1.6	-3.1	3.1	10.1	-2.9	-0.7	6.3	14.5	-14.5	-2.5
23	CC(C)Cn1c(-c2ccco2)nc2c(c(=O)c3ccccc3n2C)c1=O	3.3	x	2.4	x	x	x	-1.9	x	x	0.8
24	CSc1nccn1CC(=O)Nc1ccc(F)cc1	1.2	-8.5	2.7	10.9	-0.4	-1.2	x	26.2	-26.2	1.1
25	Cc1ccc(C(=O)NCCCN2CCOCC2)c(C)c1	1.0	-2.0	3.9	x	-3.4	-0.8	2.4	42.0	-42.0	0.3

5 entries already listed, arranged by molar mass, lowest first.
No.	structure	AddAB inh	Tat transport	phage Ecoli inh	MITF TRPM1 HTS	CAL PDZ FP-1	CAL PDZ FP-2	Wnt bcat act	SR-BI uptake up	SR-BI DiI inh	E coli growth
24	CSc1nccn1CC(=O)Nc1ccc(F)cc1	1.2	-8.5	2.7	10.9	-0.4	-1.2	x	26.2	-26.2	1.1
7	Cc1ccc(C(=O)Nc2ccccc2-c2ccccc2)cc1[N+](=O)[O-]	-0.5	0.5	3.4	0.1	-1.4	0.3	-1.7	-52.7	52.7	-1.8
4	Cc1cc(NC(=O)C(C)SCC(=O)N(C)Cc2c(F)cccc2Cl)no1 (centres undefined)	-1.1	3.2	2.9	-14.2	0.3	-0.1	-1.4	17.6	-17.6	-0.3
20	O=S(=O)(c1ccc2nc(SCc3ccc(Cl)cc3)[nH]c2c1)N1CCOCC1	0.0	10.7	2.0	-8.4	-3.0	-1.0	-1.4	-14.8	14.8	0.0
14	CCOC(=O)COc1c(OC)cc(Cl)cc1C1Nc2ccccc2C(=O)N1c1ccccc1 (centres undefined)	2.8	2.0	0.9	-8.7	-1.8	-0.6	-0.7	-3.8	3.8	1.4

Next entries follow:
No.	structure	AddAB inh	Tat transport	phage Ecoli inh	MITF TRPM1 HTS	CAL PDZ FP-1	CAL PDZ FP-2	Wnt bcat act	SR-BI uptake up	SR-BI DiI inh	E coli growth
26	COc1ccc(C(=O)NC2CC2)cc1OC1CCN(Cc2ccc(NC(C)=O)cc2)CC1	x	3.4	2.1	-5.4	-3.5	-1.8	-1.0	4.3	-4.3	x
27	COc1ccc(CN2C(=O)c3ccccc3C2C(=O)NCc2cccnc2)c(OC)c1 (centres undefined)	0.2	11.7	x	-8.7	-0.8	x	-1.8	15.0	-15.0	-1.7
28	c1ccc(CNC2=NCCCC2)cc1	4.8	-4.3	1.5	10.0	2.3	-0.4	-1.5	21.2	-21.2	0.5
29	Cc1ccc(S(=O)(=O)N2CCCC2CNC(=O)c2ccc(F)c(F)c2)cc1 (centres undefined)	-0.2	0.7	-1.5	-9.0	-1.8	-0.6	1.0	-4.3	4.3	-0.3
30	COc1cc(NS(=O)(=O)c2ccc3[nH]c(=O)[nH]c3c2)cc(OC)c1	x	-1.1	-0.6	11.8	-0.9	-0.4	-1.5	-20.0	20.0	x
31	Cc1ccc(C)c(OCCNc2ncccc2[N+](=O)[O-])c1	-1.0	5.3	2.3	7.7	-0.6	1.7	-2.1	-35.9	35.9	1.2
32	CC(C)n1cc2c(N)ncnc2n1	x	-3.6	-0.3	-7.9	19.0	-0.1	-0.4	2.9	-2.9	x
33	CCCc1cc2c(cc1NS(=O)(=O)c1ccc(CCNC(C)=O)cc1)OCO2	4.0	-3.6	-0.2	x	-3.6	5.3	-1.1	-8.3	8.3	0.2
34	COc1ccc(CCNC(=O)COc2ccc(S(=O)(=O)NC(C)C)cc2)cc1OC	2.6	-3.7	2.9	-2.3	-2.2	0.1	-1.6	-41.8	41.8	-1.5
35	CCOC(=O)c1sc(NC(=O)CC)c(C#N)c1C	1.5	-4.5	0.1	3.3	-0.6	-1.1	2.1	-12.0	12.0	-0.7
36	Cn1c(=S)[nH]c2cccnc21	2.2	-4.7	-0.8	11.9	5.6	-2.9	x	-0.2	0.2	1.9
37	C=CCn1c(SCCN2CCOCC2)nc2c1c(=O)[nH]c(=O)n2C	-1.7	0.4	2.4	-6.6	-3.6	-0.8	-5.5	0.0	0.0	-0.8
38	NC(=O)C1CCN(Cc2nc3c(Br)cc(Br)cc3c(=O)[nH]2)CC1	-1.0	-0.4	0.3	-2.9	-3.1	-1.1	0.3	-5.4	5.4	2.2
39	CSc1nc2ccc(NS(=O)(=O)c3ccc([N+](=O)[O-])cc3)cc2s1	0.3	9.0	-0.1	x	-0.7	-1.0	0.5	12.0	-12.0	0.4
40	Cc1nc2ccc(C(=O)N3c4ccccc4CC3C)cc2s1 (centres undefined)	4.1	-0.6	4.9	-8.6	-3.4	-2.3	-2.1	-16.1	16.1	1.5
41	Cc1ccc(-c2cc(C(F)F)n3ncc(C(=O)N4CCN5CCCC5C4)c3n2)cc1 (centres undefined)	-4.5	-4.3	2.0	-19.2	-1.7	-1.6	x	-68.8	68.8	-2.4
42	Cn1c(Sc2ccc([N+](=O)[O-])cc2C(F)(F)F)nnc1-c1ccccc1	0.0	1.8	3.8	5.2	-0.7	-1.7	-4.9	-1.8	1.8	0.8
43	Cc1ccc(NC(=O)COC(=O)Cn2cnc3ccccc32)cc1S(=O)(=O)N(C)C	-1.2	0.1	2.0	7.6	x	-0.4	x	8.9	-8.9	-1.8
44	CCCc1nn2c(=O)cc(COc3ccc(NC(=O)c4ccco4)cc3)nc2s1	4.1	2.0	1.2	-4.3	x	0.3	-0.3	-33.3	33.4	0.8
